Screens: PubChem, several laboratories
COUP-TFII inh: NR2F2 transcriptional activity inhibitors, primary screen, cell-based, luciferase reporter, HEK293T, luminescence. inhibition, % at 8.6 µM. COUP transcription factor 2 (Homo sapiens), P24468. hit rate 0.7% among 370,000. HEK293T NGFI-A luciferase reporter;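 active = inhibition above a per-plate cutoff, mean inhibition of test wells between control levels plus 3 SD, cut at about 38% in these data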;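 also: cells cotransfected with COUP-TFII expression vector driving the NGFI-A reporter; 0% = median of COUP-TF2 test wells and 100% = reporter-only cells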
NCOA3 inh: SRC3 coactivator transcriptional activity inhibitors, primary screen, cell-based, luminescence; Nuclear receptor coactivator 3 (Homo sapiens), Q9Y6Q9; HEK293 GAL4-SRC3 luciferase reporter; inhibition, % at 3.6 µM; hit rate 0.17% among 360,000;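 active = inhibition above a per-campaign cutoff, the mean of all compounds plus 3 SD, cut at about 60% in these data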;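 also: 0% = DMSO-treated cells and 100% = gossypol-treated cells at 36 µM; higher means less SRC3-driven luciferase light from the GAL4 reporter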
TRAIL sens C8: viability loss with TRAIL in NB7+C8 cells, primary screen, TRAIL sensitizer project, cell-based, ATPlite luminescence; inhibition (viability loss, TRAIL sensitization), % at 10 µM; hit rate 1% among 360,000;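 active = compounds causing at least 50% loss of cell viability in the single-dose screen, relative to plate controls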
NCOA1 inh: SRC1 coactivator transcriptional activity inhibitors, primary screen, cell-based, luminescence; Nuclear receptor coactivator 1 (Homo sapiens), Q15788; AID 588354, 2011; hit rate 0.12% among 360,000; HEK293 GAL4-SRC1 luciferase reporter; inhibition, % at 3.6 µM;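 active = inhibition above the campaign mean plus 3 SD, with each screening campaign given its own cutoff, cut at about 60% in these data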;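 also: 0% = DMSO treated cells and 100% = gossypol at 36 µM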
TROY NFkB inh: inhibitors of TROY-driven NF-kB signaling, primary screen, Q293 LMP1-TROYcd cells, NF-kB luciferase, uHTS; Q293 LMP1-TROYcd NF-kB luciferase reporter, 4 h; inhibition, % at 10 µM; hit rate 0.98% among 360,000;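 active = compounds whose plate-normalised and pattern-corrected inhibition of the luciferase reporter signal at the single screening dose is 50% or more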
LMP1 NFkB inh: EBV LMP1-driven NF-kappaB luciferase reporter inhibitors, primary screen, cell-based, luminescence, single point; AID 504558, 2011; hit rate 0.69% among 350,000; inhibition, % at 12.5 µM; LMP1-induced NF-kappaB luciferase reporter cells; in the data active = inhibition above about 41%;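 also: 0% = neutral control wells and 100% = reference inhibitor control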
KKLEB cytotox: cytotoxicity in KKLEB CF airway cells, primary screen, cytotoxicity control for CF NF-kB inhibitor project, cell-based, uHTS, fluorescence assay plates | KKLEB CF airway cells viability, ATPlite luminescence, overnight; hits give low values; cells stimulated with P. aeruginosa culture filtrate | activity change (cytotoxicity), % at 5 µM | hit rate 0.36% among 360,000;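 active = corrected activity change at or below -50% at 5 µM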
CF NFkB inh: inhibitors of PAF-induced NF-kB signaling, primary screen, cell-based, GFP fluorescence, uHTS; AID 588850, 2011; hit rate 0.86% among 360,000; inhibition, % at 5 µM; KKLEB NF-kB-GFP reporter, GFP fluorescence overnight;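 active = at least 50% inhibition at 5 µM, scaled per plate between neutral and stimulator controls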;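 also: PAF is a Pseudomonas aeruginosa culture filtrate used as stimulus; plate controls were PAF-stimulated DMSO wells for no effect and unstimulated DMSO wells for full effect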
NCOA2 inhibitor: inhibition of GAL4-SRC2 driven luciferase reporter, primary screen, SRC2 inhibitor project, cell-based, luminescence; HEK293 GAL4-SRC2 luciferase reporter; Nuclear receptor coactivator 2 (Homo sapiens), Q15596; hit rate 0.17% among 370,000; inhibition, % at 9 µM;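 active = inhibition above the mean inhibition of all tested compounds plus 3 SD, set per campaign, cut at about 52% in these data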;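 also: 0% = DMSO treated cells and 100% = cells given Gossypol at 36 µM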
Target sequence (Q15596 whole entry, looked up, the tested form may be a part): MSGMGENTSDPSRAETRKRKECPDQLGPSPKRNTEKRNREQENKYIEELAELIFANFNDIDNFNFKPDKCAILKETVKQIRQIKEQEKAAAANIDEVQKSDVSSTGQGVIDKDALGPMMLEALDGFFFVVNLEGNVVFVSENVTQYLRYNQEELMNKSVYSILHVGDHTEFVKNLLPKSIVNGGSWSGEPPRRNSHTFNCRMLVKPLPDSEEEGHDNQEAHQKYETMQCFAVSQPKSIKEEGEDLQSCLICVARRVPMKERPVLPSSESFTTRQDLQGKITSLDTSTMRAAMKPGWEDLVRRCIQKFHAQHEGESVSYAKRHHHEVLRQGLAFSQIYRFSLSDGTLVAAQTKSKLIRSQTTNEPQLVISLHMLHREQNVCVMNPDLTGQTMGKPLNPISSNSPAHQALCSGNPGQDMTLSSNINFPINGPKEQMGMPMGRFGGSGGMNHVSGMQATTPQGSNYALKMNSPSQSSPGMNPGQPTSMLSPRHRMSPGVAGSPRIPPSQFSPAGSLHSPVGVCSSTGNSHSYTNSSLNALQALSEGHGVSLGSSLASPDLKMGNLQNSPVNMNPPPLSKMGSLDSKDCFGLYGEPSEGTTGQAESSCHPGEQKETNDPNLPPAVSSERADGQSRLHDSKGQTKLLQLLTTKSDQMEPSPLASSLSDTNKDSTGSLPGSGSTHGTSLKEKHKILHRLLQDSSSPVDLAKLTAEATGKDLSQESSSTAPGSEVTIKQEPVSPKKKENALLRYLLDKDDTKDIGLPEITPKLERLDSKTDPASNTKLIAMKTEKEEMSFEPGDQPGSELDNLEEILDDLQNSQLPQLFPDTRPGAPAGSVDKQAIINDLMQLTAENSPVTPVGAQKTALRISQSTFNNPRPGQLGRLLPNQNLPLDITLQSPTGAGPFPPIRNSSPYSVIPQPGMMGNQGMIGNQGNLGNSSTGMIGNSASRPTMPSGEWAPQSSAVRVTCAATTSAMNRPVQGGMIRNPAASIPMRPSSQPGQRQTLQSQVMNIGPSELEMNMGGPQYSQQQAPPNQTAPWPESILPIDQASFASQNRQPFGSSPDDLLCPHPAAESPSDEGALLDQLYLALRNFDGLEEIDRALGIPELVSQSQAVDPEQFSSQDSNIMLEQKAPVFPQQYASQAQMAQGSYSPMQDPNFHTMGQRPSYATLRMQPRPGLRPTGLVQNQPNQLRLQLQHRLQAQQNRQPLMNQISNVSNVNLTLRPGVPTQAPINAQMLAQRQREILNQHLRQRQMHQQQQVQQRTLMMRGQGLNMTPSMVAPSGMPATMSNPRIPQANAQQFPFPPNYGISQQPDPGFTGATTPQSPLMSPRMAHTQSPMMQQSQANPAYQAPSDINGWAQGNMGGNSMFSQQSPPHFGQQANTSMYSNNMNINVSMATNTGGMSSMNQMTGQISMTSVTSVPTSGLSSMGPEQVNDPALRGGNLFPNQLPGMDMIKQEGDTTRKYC
NR5A2 inv ag: LRH-1 (NR5A2) inverse agonists, primary screen, cell-based, luminescence, HEK293T, StAR-luciferase reporter | Nuclear receptor subfamily 5 group A member 2 (Homo sapiens), O00482 | inhibition, % at 3.6 µM | hit rate 0.13% among 360,000 | LRH-1 transfected, 24 h;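 active = inhibition above the mean inhibition of all tested compounds plus 3 SD, cut at about 73% in these data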;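 also: 0% = DMSO wells and 100% = reporter-only cells lacking LRH-1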
TWEAK-Fn14 inh: inhibitors of TWEAK-Fn14 signaling, primary screen, luciferase reporter cells, uHTS; inhibition, % at 10 µM; AID 1159606, 2016; TWEAK-stimulated Fn14 reporter cells, luciferase luminescence, 8 h; hit rate 2% among 360,000; in the data active = inhibition above about 50%
The depositor's hits bear a star; nt = no result given.

(1) C=C(C)CSc1nnc(-c2ccc(OC)c(OC)c2)n1N
(2) CC(=O)N1CCN(C(=O)CCN(c2ccccc2)S(=O)(=O)c2ccc(C)cc2)CC1
(3) CC(C)(C)C(=O)NC(=S)Nc1cccc(C(=O)O)c1
(4) O=C(CCCC(=O)NCC1CCCO1)NCC1CCCO1 (stereo unspecified)
(5) C[C@H]1CCC[C@]2(C)C[C@H]3OC(=O)C(CN4CCCCCC4)[C@H]3C=C12 (stereo partly specified)
(6) Cc1ccc(S(=O)(=O)N(CC(=O)c2ccccc2)C(=O)N2CCN(C)CC2)cc1
(7) O=C(Nc1cccc(O)c1)c1cnn2cccnc12
(8) Cn1c(/C=C/c2cccc(Br)c2)nc2ccccc2c1=O
compound no.,1,2,3,4,5,6,7,8
NCOA3 inh,11,4,-97,-19,23,-18,-52,-35
CF NFkB inh,-2,1,-7,-3,74*,6,-1,1
COUP-TFII inh,0,-5,-60,3,17,-5,-10,-48
TWEAK-Fn14 inh,-1,9,-12,6,73*,1,-11,-11
TRAIL sens C8,0,11,-3,-3,15,11,12,14
NCOA1 inh,5,-17,-135,-5,-1,-9,-48,-24
LMP1 NFkB inh,-1,0,-21,0,2,1,-3,-3
KKLEB cytotox,-11,14,1,9,-22,9,5,-6
NR5A2 inv ag,5,-17,-189,3,-6,17,-61,-86
NCOA2 inhibitor,-8,-14,-100,11,18,-9,-29,-33
TROY NFkB inh,-4,-6,-98,7,-2,-24,-57,-56

(9) O=C(CSc1c[nH]c2ccccc12)NC1CCCC1
(10) Cc1ccc(S(=O)(=O)NC(=O)NCC2CCN(S(=O)(=O)c3ccccc3)CC2)cc1
(11) O=c1[nH]c(CCl)nc2cc(-c3ccc(F)cc3)sc12
(12) CCCC1CC(C)(C(=O)CSc2n[nH]c(-c3ccccc3)n2)OC1=O (stereo unspecified)
(13) CC(=O)C1=C(C)OC(N)=C(C#N)C1c1cc([N+](=O)[O-])ccc1Cl (stereo unspecified)
(14) CCc1ccc2c(CC(=O)Nc3nnc(C4CC4)s3)coc2c1
(15) COc1cc(NC(=O)c2ccnnc2)cc(C(=O)Nc2cccc(C(F)(F)F)c2)c1
(16) O=C(Nc1ccc(F)cc1)C(c1ccccc1)N1CCN(S(=O)(=O)c2ccccc2)CC1 (stereo unspecified)
compound no.,9,10,11,12,13,14,15,16
NCOA3 inh,-14,-3,-92,30,4,-9,-14,12
CF NFkB inh,-18,-13,27,5,-14,-1,-14,10
COUP-TFII inh,-26,-14,-17,1,-14,6,-9,13
TWEAK-Fn14 inh,13,3,1,-1,14,-27,-21,2
TRAIL sens C8,-33,-8,81*,6,-1,4,6,-16
NCOA1 inh,-10,-8,-106,-24,-8,-8,-10,-5
LMP1 NFkB inh,0,5,18,0,-6,0,14,0
KKLEB cytotox,15,-4,-23,-8,-3,-3,15,8
NR5A2 inv ag,28,13,-138,-15,-19,-6,1,-12
NCOA2 inhibitor,9,6,-25,-34,-20,1,-34,3
TROY NFkB inh,19,-2,-29,5,14,-4,1,12

(17) O=C1CNC(=O)/C1=C/c1ccc(Br)cc1
(18) Cc1nc2c(-c3ccccc3)cnn2c(N2CCOCC2)c1C
(19) CNC(=O)C1CC(=O)N(Cc2ccccc2)C(=Nc2ccc(OC)cc2)S1 (stereo unspecified)
(20) Cc1nc2ccccn2c1P(=Nc1ccccc1)(N(C)C)N(C)C
(21) CCc1[nH]nc(C(=O)N2CCCC(CCC(=O)N3CCN(c4ccccn4)CC3)C2)c1C (stereo unspecified)
(22) CNc1c(NS(=O)(=O)c2cc(NC(C)=O)ccc2C)c(=O)oc2ccccc12
(23) C[C@@H](CN1C2=NC[C@H](Cc3ccc(O)cc3)N2C[C@H]1Cc1ccc(O)cc1)NC(=O)CCC1CCCCC1
(24) COCC(=O)N1CCN(c2cccc(Cl)c2)CC1
compound no.,17,18,19,20,21,22,23,24
NCOA3 inh,9,-96,16,-16,-9,8,-11,16
CF NFkB inh,-20,10,-15,7,-14,9,-10,8
COUP-TFII inh,13,-34,5,-17,-9,9,1,22
TWEAK-Fn14 inh,-6,-3,-6,0,0,-15,-6,-17
TRAIL sens C8,-13,11,1,-7,3,4,-3,-18
NCOA1 inh,-2,-118,1,-18,3,-12,-8,-16
LMP1 NFkB inh,-3,-41,1,-8,7,0,-4,2
KKLEB cytotox,12,-9,-4,12,11,-11,6,-1
NR5A2 inv ag,-4,-128,8,-12,-8,-8,7,1
NCOA2 inhibitor,-2,-74,-14,-4,-17,-7,-12,-19
TROY NFkB inh,-19,11,-7,-3,21,1,-9,5

(25) COC(=O)CCC(=O)N1CCCC(CO)(Cc2ccccc2F)C1 (stereo unspecified)
(26) CCOC(=O)CCSc1nc(-c2ccc3c(c2)OCO3)cc(C(F)(F)F)c1C#N
(27) COc1ccc(-c2ccc3c(c2)S(=O)(=O)c2cccc(C(=O)NC4CC4)c2C3=O)cc1OC
(28) COc1ccc(CCNC(=O)CN(c2cc([N+](=O)[O-])ccc2OC)S(C)(=O)=O)cc1
(29) Cc1nc(CN2CCN(C(=O)c3ccc(C(C)(C)C)cc3)CC2)cs1
(30) Clc1ccc(-c2nc3ccccn3c2CN2CCSCC2)cc1
(31) COc1cc(/C=C/C(=O)OCC(=O)Nc2cc(S(=O)(=O)N3CCCCC3)ccc2C)ccc1O
(32) CCc1cccc(C)c1NC(=O)CO/N=C(\N)CC(=O)NC1CCCCC1
compound no.,25,26,27,28,29,30,31,32
NCOA3 inh,18,12,-3,-5,13,3,16,8
CF NFkB inh,18,-5,-12,6,12,-14,6,-18
COUP-TFII inh,3,0,8,3,8,-24,2,-19
TWEAK-Fn14 inh,1,-8,-34,-12,-26,-2,15,-22
TRAIL sens C8,1,3,-2,-3,-5,-4,2,1
NCOA1 inh,6,7,3,-4,6,-12,-14,-5
LMP1 NFkB inh,11,0,-5,2,-3,-11,2,-3
KKLEB cytotox,-14,6,4,14,-5,-2,-6,7
NR5A2 inv ag,9,17,5,13,6,-24,-22,3
NCOA2 inhibitor,-5,-8,-22,-18,10,-21,-1,11
TROY NFkB inh,26,4,-9,-11,-8,-16,-4,-13

(33) CN1C(=O)C(CC(N)=O)N(NC(=O)c2ccc(Cl)cc2)C1=S (stereo unspecified)
(34) COc1cc(NC(=O)c2ccc(Cl)cc2Cl)ccc1-c1cc2ccccc2oc1=O
(35) C=CCNc1nc(-c2ccc(OC)cc2OC)cs1
(36) CCOC(=O)c1cc2c(=O)n3ccccc3nc2n(CCOC)c1=NC(=O)C(C)(C)C
(37) CCO/C(C)=N/Oc1cccc(N(C)C)c1
(38) CCN1CCN(C(c2cccs2)C(C)NC(=O)c2c(F)cccc2F)CC1 (stereo unspecified)
(39) CCOc1ccc(Cn2c(=O)oc3ccccc32)cc1
(40) COc1cc(CNc2ccccc2SC)cc(OC)c1OC
(41) COc1cccc(Cn2cnc(-c3ccccc3OC)c2-c2cccnc2)c1
(42) c1ccn2cc(-c3ccc4c(c3)OCO4)cc2c1
(43) O=C(CCN1C(=O)C2C3C=CC(C3)C2C1=O)NCCc1ccccc1 (stereo unspecified)
compound no.,33,34,35,36,37,38,39,40,41,42,43
NCOA3 inh,2,7,-67,-16,-19,10,-9,3,nt,0,-11
CF NFkB inh,9,17,-12,-14,-4,9,-9,4,nt,-1,0
COUP-TFII inh,7,9,-21,-1,-2,0,14,-9,8,-1,-16
TWEAK-Fn14 inh,-2,-24,7,2,4,-2,-3,14,7,-3,-8
TRAIL sens C8,3,29,-5,-15,-7,-11,0,-2,2,-41,3
NCOA1 inh,-7,-3,-84,-15,-10,9,11,4,nt,-24,-24
LMP1 NFkB inh,2,-22,-34,-15,nt,-12,1,4,nt,-16,-11
KKLEB cytotox,-6,-16,4,-6,6,7,-7,-2,nt,-2,-3
NR5A2 inv ag,-2,-4,-63,-2,11,-8,-5,20,-1,-16,2
NCOA2 inhibitor,-2,26,-47,-10,-15,10,-22,0,-3,-18,-24
TROY NFkB inh,-9,-10,-9,18,11,-17,-3,-10,-11,-8,-13

A portion taken from the entries so far, as a working copy:
(1) C=C(C)CSc1nnc(-c2ccc(OC)c(OC)c2)n1N
(2) CC(=O)N1CCN(C(=O)CCN(c2ccccc2)S(=O)(=O)c2ccc(C)cc2)CC1
(3) CC(C)(C)C(=O)NC(=S)Nc1cccc(C(=O)O)c1
(4) O=C(CCCC(=O)NCC1CCCO1)NCC1CCCO1 (stereo unspecified)
(5) C[C@H]1CCC[C@]2(C)C[C@H]3OC(=O)C(CN4CCCCCC4)[C@H]3C=C12 (stereo partly specified)
(6) Cc1ccc(S(=O)(=O)N(CC(=O)c2ccccc2)C(=O)N2CCN(C)CC2)cc1
compound no.,1,2,3,4,5,6
NCOA3 inh,11,4,-97,-19,23,-18
CF NFkB inh,-2,1,-7,-3,74*,6
COUP-TFII inh,0,-5,-60,3,17,-5
TWEAK-Fn14 inh,-1,9,-12,6,73*,1
TRAIL sens C8,0,11,-3,-3,15,11
NCOA1 inh,5,-17,-135,-5,-1,-9
LMP1 NFkB inh,-1,0,-21,0,2,1
KKLEB cytotox,-11,14,1,9,-22,9
NR5A2 inv ag,5,-17,-189,3,-6,17
NCOA2 inhibitor,-8,-14,-100,11,18,-9
TROY NFkB inh,-4,-6,-98,7,-2,-24
